Bioassay records deposited in PubChem BioAssay by National Center for Advancing Translational Sciences (NCATS).
LDHA block: inhibitors of human lactate dehydrogenase A; P00338; purified LDHA, NADH/diaphorase-resazurin fluorescence; hits give low values; activity change, % (values are at about 110 or 230 µM); 0.15% of 480,000 active; AID 1347041; in the data active = activity change below about -30%;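 note: plate controls were DMSO wells for no effect and wells without enzyme for full effect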
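Remaining NADH was detected by diaphorase (0.133 mg/mL) converting 37 µM resazurin to fluorescent resorufin, read at 0 and 20 minutes. The preceding 5-minute room-temperature reaction used 2 nM LDHA, 0.2 mM sodium pyruvate and 0.06 mM NADH at pH 7.4.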
* marks the source's active call; other numbers are inactive results. Some of the compounds tested; count on the stated rates, not on these rows.

SMILES	LDHA block
Cc1oc2cc(OCC(=O)NCCCOC(C)C)ccc2c(=O)c1-c1ccc(Cl)cc1	-4
CN(C(=O)CN1CCN(c2oc(-c3ccco3)nc2C#N)CC1)c1ccccc1	0
CCC(CNC(=O)c1ccc2c(c1)NC(=O)CS2)c1ccccc1 (configuration not stated)	3
COc1cc(OC)cc(C2Nc3ccccc3C(=O)N2C2CC2)c1 (configuration not stated)	5
O=C(c1cccc(Cl)c1)N1CCCN(c2cn[nH]c(=O)c2Cl)CC1	3
O=C(NC(NC(=O)c1ccccc1)C(Cl)Cl)c1ccccc1	2
O=C(NCCc1ccco1)C1CCN(c2ccc(C(F)(F)F)cn2)CC1	9
CCOC(=O)c1[nH]c2ccccc2c1NC(=O)CCC1CCCCC1	0
Cc1ccc(NC(=O)c2nn(-c3ccccc3)c(=O)c3ccccc23)cc1Cl	1
CN(C)C(=O)c1cccc(C(F)(F)F)c1	0
COc1cccc(-c2c(NC(=O)c3ccc(C)cc3)oc3ccccc3c2=O)c1	5
CC(C)(C)C1=CC(=Cc2cc(C(C)(C)C)c(O)c(C(C)(C)C)c2)C=C(C(C)(C)C)C1=O	59
COC(=O)c1cc(-c2cccnc2)nc2onc(-c3ccc(C)cc3)c12	8
CNC(=O)c1nn(CN2CCN(Cc3cc(C)ccc3OC)CC2)c(=O)c2ccccc12	1
CCNC(=O)C(C)NC(=O)CCc1ncc(-c2ccc(CC(C)C)cc2)o1 (configuration not stated)	4
c1ccc(Cn2c(CN3CCOCC3)nc3ccccc32)cc1	6
COc1ccc(NC(=O)Cc2c(C)c3ccc(OC)cc3oc2=O)cc1	11
COc1ccc(NS(=O)(=O)c2ccc(N/N=C/c3ccsc3)c([N+](=O)[O-])c2)cc1	11
Cc1ccc(C(=O)NNC(=S)NC(=O)c2ccc(C(C)(C)C)cc2)cc1	-11
N#Cc1c(N)n[nH]c1CCCNC(=O)c1cc(-c2ccncc2)nc2ccccc12	8
Cc1ccc(C(=O)c2ccc(Oc3ccc(C)c(C)c3)cc2)cc1	1
C#CC(C)(CC)NC(=O)Cc1ccccc1 (configuration not stated)	-17
CCOC(=O)c1ncoc1-c1ccccc1C(=O)NCc1cccc(Cl)c1	3
COc1ccc(Nc2ccccc2NC(=O)c2ccc3c(c2)NC(=O)CCS3)cc1	-4
CCCCCN1CCN(c2nc3c(c(=O)[nH]c(=O)n3C)n2Cc2ccc(Cl)c(Cl)c2)CC1	-8
NC(=O)c1ccc(CN2CCC(c3nc4cc(Cl)ccc4o3)CC2)cc1	-5
O/N=C1\CCCc2c1nc(-c1ccccc1Cl)n2O	-1
CCOc1ccc2ccccc2c1C=O	6
CCCCCCCNCCCCCCC	1
CC1(C2CC2)NC(=O)N(CC(=O)Nc2cccc3cccnc23)C1=O (configuration not stated)	2

Grouped by structure: those above containing sulfur
SMILES	LDHA block
CCC(CNC(=O)c1ccc2c(c1)NC(=O)CS2)c1ccccc1 (configuration not stated)	3
COc1ccc(NS(=O)(=O)c2ccc(N/N=C/c3ccsc3)c([N+](=O)[O-])c2)cc1	11
Cc1ccc(C(=O)NNC(=S)NC(=O)c2ccc(C(C)(C)C)cc2)cc1	-11
COc1ccc(Nc2ccccc2NC(=O)c2ccc3c(c2)NC(=O)CCS3)cc1	-4

The list goes on.
SMILES	LDHA block
COc1ccc(-c2nc(CN3CCCC3c3cc(C)no3)co2)cc1 (configuration not stated)	0
Cc1ccccc1NC(=O)CCC1CCCO1 (configuration not stated)	4
N#Cc1c(SCC(=O)N2CCCC2)nc(N2CCCCC2)c2c1CCCC2	5
CCOc1ccc(C(=O)N2CCN(c3oc(-c4ccco4)nc3C#N)CC2)cc1	-2
O=C(Nc1ccccc1Br)C12CC3CC(CC(Cl)(C3)C1)C2	10
CCOC(=O)C1=C(C)N=C2SCC(=O)N2C1c1cccc(OC)c1OC (configuration not stated)	-1
O=C(O)c1cc(C(=O)O)c(C(=O)O)nc1C(=O)O	25
COc1ccc(CNC(=O)CSc2nnc3c4cc(-c5ccc(F)cc5)nn4ccn23)cc1	-17
O=C(Nc1ccccc1)Nc1nc(Nc2cc(F)cc(F)c2)nc(NC2CCCC2)n1	-1
CC(C)(C)NC(=O)CNC(=O)C1CCCCC1	8

Copied from the list.
LDHA block with N#Cc1c(SCC(=O)N2CCCC2)nc(N2CCCCC2)c2c1CCCC2 = 5
LDHA block with CCOc1ccc(C(=O)N2CCN(c3oc(-c4ccco4)nc3C#N)CC2)cc1 = -2
LDHA block with Cc1ccccc1NC(=O)CCC1CCCO1 (configuration not stated) = 4
LDHA block with O=C(Nc1ccccc1Br)C12CC3CC(CC(Cl)(C3)C1)C2 = 10
LDHA block with O=C(Nc1ccccc1)Nc1nc(Nc2cc(F)cc(F)c2)nc(NC2CCCC2)n1 = -1

Other records follow:
SMILES	LDHA block
Cc1nn(CC(O)COc2ccccc2)c(=O)c2ccccc12 (configuration not stated)	-5
COc1ccc(OC)c(C(=O)CC2(O)C(=O)N(C)c3ccc(Br)cc32)c1 (configuration not stated)	5
Cc1ccc(Cl)cc1N1CCN(C(=O)c2ccc(Cn3cncn3)cc2)CC1	6
COC(=O)CSc1ncn(-c2nc(NC(C)C)nc(N(C)C)n2)n1	-11
CCCCn1c(N)c(N(CC)C(=O)c2ccc(OC(F)(F)F)cc2)c(=O)[nH]c1=O	6
Cc1ccc(N=C2C=CC(C)(C(Cl)(Cl)Cl)C=C2)cc1 (configuration not stated)	5
CCn1cnc2c1c(=O)n(CC(=O)N(C)CC(=O)NC(C)(C)C)c(=O)n2Cc1ccccc1	4
COc1ccc2cc(COC(=O)C3CCN(S(=O)(=O)c4ccc(F)cc4)CC3)ccc2c1	-18
Cn1cnc2c1c(=O)n(CCCOc1ccccc1C#N)c(=O)n2C	3
Cc1c(C(=O)N(Cc2ccco2)C2CC2)[nH]c2c1C(=O)CC(C)(C)C2	0
Cc1ccc(C(=O)C(C)OC(=O)c2cccs2)cc1 (configuration not stated)	3
Cc1c(C(=O)NC2CCS(=O)(=O)C2)nnn1-c1ccccc1F (configuration not stated)	3
CNC(=O)NC(=O)COC(=O)c1cc(-c2ccco2)nc2ccccc12	-1
Cc1ccc(C(=O)NCC(F)(F)F)o1	5
O=C(Nc1ccc(SC2CCCC2)cc1)C1CC1	-3
COc1ccc(C(=O)/C=C/c2cccs2)c(OC(=O)c2ccccc2)c1	13
Cn1c(=O)c2c(nc(NCCO)n2Cc2c(Cl)cccc2Cl)n(C)c1=O	22
O=S1(=O)C[C@H](N2CCN(c3ccccc3F)CC2)[C@@H](S(=O)(=O)c2ccccc2)C1	-22
COC(=O)CCNC(=O)c1ccc(C(C)(C)C)cc1	-1
CCN=C1NN=C(c2cc(C)n(C3CC3)c2C)CS1	-2
COc1ccc(CNC(=O)CCCn2c(C)c3cnn(-c4ccccc4)c(=O)c3c2C)cc1	-6
CCCOC(=O)c1cc2ccccc2[nH]1	-1
O=C(OCc1nc2ccccc2o1)c1cccc(S(=O)(=O)NCc2ccccc2)c1	9
CCN(CC)c1ccc(C2C(C(=O)Nc3ccccc3F)=C(C)NC3=C2C(=O)CCC3)cc1 (configuration not stated)	-3
Cc1cc2ccccc2n1CC(=O)N1CCC(C(=O)O)CC1	-3
COC(=O)c1cc(C(=O)OC)cc(S(=O)(=O)N2CCCC2c2nc3ccccc3[nH]2)c1 (configuration not stated)	10
CCCCN(Cc1ccccc1)c1ccc(NS(=O)(=O)c2ccc3c(c2)CCCC3)cc1C(=O)O	11
O=C(CSc1nc2ccccc2o1)Nc1ccc2ccccc2c1	-17
O=C(CSc1nc2nc[nH]c2c(=O)[nH]1)NCc1ccc(F)cc1	3
CCC(CC)(CC(=O)Nc1ccccc1CO)C(=O)O	-10

An excerpt of these results, as a markdown table.
| compound | LDHA block |
| --- | --- |
| O=C(CSc1nc2nc[nH]c2c(=O)[nH]1)NCc1ccc(F)cc1 | 3 |
| CCC(CC)(CC(=O)Nc1ccccc1CO)C(=O)O | -10 |

Continuation:
SMILES	LDHA block
O=C(NCc1ccccc1)C(=O)Nc1ccc2cc[nH]c2c1	1
Cc1c(CCC(=O)NCc2ccccc2)c(=O)oc2cc(O)ccc12	-3
CCOC(=O)c1sc2ccccc2c1S(=O)(=O)Nc1cccc(OC)c1	23
COc1ccc(COC(=O)C2=C(C)NC3=C(C(=O)CCC3)C2c2ccccc2Br)cc1 (configuration not stated)	-17
COCCCNc1oc(-c2ccc([N+](=O)[O-])cc2)nc1C#N	1
Cn1c(=O)[nH]c(=O)c2[nH]c(CN3CCN(c4ccccc4F)CC3)nc21	9
CCOc1ccc(C(=O)Nc2cccc(-c3nc4cccnc4s3)c2)cc1	8
N=C(N)c1cccc(OCc2cccnc2)c1	25
Cc1c(C(=O)c2ccccc2)oc2cc(NC(=O)c3cccnc3)ccc12	-10
O=C(NCc1ccccc1)c1cc2cc(Cl)ccc2[nH]1	1
CCCn1c(NC(=O)c2oc3ccccc3c2COC)nc2ccccc21	5
CC1CC(C)CN(Cc2ccccc2C#N)C1 (configuration not stated)	10
COc1cccc(NC(=O)CC2Nc3ccccc3NC2=O)c1 (configuration not stated)	6
CC(Sc1ncnc2ccccc12)C(=O)Nc1cccc(Cl)c1Cl (configuration not stated)	-1
CC1CCCC(NC(=O)/C=C/c2cccc(C#N)c2)C1 (configuration not stated)	0
Fc1ccc(-c2[nH]ncc2CNCc2cccs2)cc1	14
CCCN(Cc1nnc(-c2ccccc2Cl)o1)C(=O)c1cccc(S(=O)(=O)N(C)C)c1	4
Cc1ccccc1-c1nnc(NC(=O)Nc2ccccc2)s1	8
COc1ccc(NC(=O)C2CCN(c3nc4ccccc4o3)CC2)c(OC)c1	5
C/C=C/C=C/C(=O)OCC(=O)c1ccc(Br)s1	0

The closing 4 entries of the part above lead into the next:
SMILES	LDHA block
CCCN(Cc1nnc(-c2ccccc2Cl)o1)C(=O)c1cccc(S(=O)(=O)N(C)C)c1	4
Cc1ccccc1-c1nnc(NC(=O)Nc2ccccc2)s1	8
COc1ccc(NC(=O)C2CCN(c3nc4ccccc4o3)CC2)c(OC)c1	5
C/C=C/C=C/C(=O)OCC(=O)c1ccc(Br)s1	0
COc1cccc(NC(=O)COc2c(C)[nH]ccc2=O)c1	-8
C/C(CC(C)C)=N\NC(=O)c1ccc(C)c(C)c1	4
Clc1ccccc1-c1nnnn1-c1ccccc1Cl	-2
CSc1nc2ccc(NC(=O)c3nn(C)c(=O)c4ccccc34)cc2s1	3
O=C(CSc1nccn2nc(-c3cccc4ccccc34)cc12)NCc1ccc(F)cc1	-8
Cc1oc(-c2ccccc2)nc1C(=O)Nc1ccccc1F	13
Cc1cc(OCC(=O)Nc2ccc3c(c2)OCCO3)c2c(C)cc(=O)oc2c1	7
COc1cccc(-c2ocnc2C(=O)Nc2cc(C)ccc2C)c1	3
O=C(/C=C/c1ccccc1)Nc1cccc2c1CCCC2	0
CC(Cc1cccs1)N(Cc1ccccc1)C(=O)c1ccc(C#N)cc1 (configuration not stated)	7
Cc1ccccc1C(=O)Nc1ccc2oc(=O)ccc2c1	-1
COc1ccc(C(=O)Nc2nccs2)cc1C12CC3CC(CC(C3)C1)C2	12
CCCN1CCN(CCO)CC1	-17
Cc1cc(C)c(NC(=O)COC(=O)c2cccc(C)c2O)c(Cl)c1	-1
CN(C)S(=O)(=O)c1cccc(CSc2nnc(-c3ccc(Cl)cc3)n2N)c1	-4
CC(NC(=O)CNC(=O)c1cccs1)c1ccncc1 (configuration not stated)	-1
Cc1nc2ccccc2nc1SC(C)C(=O)N(C)C (configuration not stated)	-6
O=C(Cn1ccc2cc(Cl)ccc21)Nc1ccc2c(c1)OCCO2	5
O=C(Nc1nnc(C2CC2)s1)c1cc(=O)[nH]c2ccccc12	9
O=C(NC1CCc2ccccc21)c1cc2c(s1)CCCC2 (configuration not stated)	8
CN1CCN(c2cccc(Nc3nn4c(=O)c5ccc(C(F)(F)F)cc5nc4s3)c2)CC1	3
Cc1ccc(OCC(=O)Nc2nonc2C)cc1C	-1
CS(=O)(=O)N1N=C(c2ccc(Cl)cc2)CC1c1ccccc1 (configuration not stated)	-10
COC(=O)C1(C(=O)OC)CCC(=O)CC1c1ccccc1 (configuration not stated)	2
CCc1ccc(-c2csc(Nc3ccc(S(=O)(=O)Nc4nc(C)cc(C)n4)cc3)n2)cc1	-11
CCOC(=O)c1cnn(-c2ncnc3sc4c(c23)CCC(C)C4)c1N (configuration not stated)	0
COc1ccc(Nc2nc(N)c(C(=O)c3ccc(C)cc3C)s2)cc1	6
Nc1cc(N)nc(SCCC(=O)Nc2ccc(Br)cc2F)n1	2
Cc1ccc(/C=C2\CC(c3ccccc3)c3ccccc3C2=O)cc1 (configuration not stated)	0
Cc1ccc(OCC(O)Cn2nnc(-c3cccnc3)n2)c(C)c1 (configuration not stated)	7
O=C(CSc1nc2ccccc2s1)NCCc1ccc(F)cc1	10
CCOC(=O)C1=C(c2ccccc2)NC(=S)NC1c1ccccc1 (configuration not stated)	2
Cc1ccc(NC(=O)CCCc2nc3ccccc3o2)c(C)c1	-2
CCC(=O)Nc1ccc(Cl)c(-c2nc3cc(C)ccc3o2)c1	-3
CCC(C)NC(=O)c1cc2sc3ccccc3c2s1 (configuration not stated)	14
CSc1ccc(N2CC(C(=O)N(C)Cc3cnn(Cc4ccccc4)c3)CC2=O)cc1 (configuration not stated)	4
CS(=O)(=O)N1CCc2cc(C(=O)CSc3nnc(C4CC4)n3C3CC3)ccc21	-4
CC(=O)NC(C(=O)Nc1ccc(SC2CCCC2)cc1)C(C)C (configuration not stated)	5
Cc1ccc(NC(=O)CC(c2cccc(F)c2)n2cccc2)cc1N(C)C (configuration not stated)	22
Cc1csc(C(C#N)C(=O)CSc2ccc(C(F)(F)F)cn2)n1 (configuration not stated)	4
COc1cccc(Nc2nc(-c3cc4cc(OC)ccc4oc3=O)cs2)c1	-4
CCn1c(N2CCN(CC(N)=O)CC2)nc2c1c(=O)[nH]c(=O)n2C	11
